PP5 inh: PP5 (human) phosphatase inhibition. purified PP5c, OMFP substrate fluorescence. AID 1987. P53041. inhibition, % at 6.7 µM. 320,000 compounds, 0.18% hits;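 active = inhibition above the campaign's mean inhibition across all tested compounds plus 3 SD, cut at about 9.5% in these data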;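 also: 0% = DMSO only and 100% = 100 µM cantharidin control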
procasp3 activ: activates human procaspase-3; P42574; 330,000 compounds, 0.11% hits; AID 463141; recombinant procaspase-3 D3A, Ac-DEVD-pNA absorbance 405 nm; activation, % at 8.5 µM;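 active = activation above the mean of all tested compounds plus 3 SD, cut at about 21% in these data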;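 also: 0% = DMSO alone and 100% = DMSO wells spiked with extra 5 µM PC-3 D3A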
Target sequence (P42574 whole entry D9A/D28A/D175A): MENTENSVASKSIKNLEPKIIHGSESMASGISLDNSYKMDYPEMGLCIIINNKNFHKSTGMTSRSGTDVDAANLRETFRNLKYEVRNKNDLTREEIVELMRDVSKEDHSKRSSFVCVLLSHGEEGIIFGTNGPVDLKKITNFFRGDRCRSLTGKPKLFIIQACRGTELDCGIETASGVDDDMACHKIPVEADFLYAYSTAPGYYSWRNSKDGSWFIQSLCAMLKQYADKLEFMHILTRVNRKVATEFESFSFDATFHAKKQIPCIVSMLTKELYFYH
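Test system: Procaspase-3 D3A mutant; medium: Zinc-free HEPES/NaCl buffer with 0.01% Triton X-100 at pH 7.4; reagent: DEVD-pNA substrate; doses: one concentration, 8.5 µM nominal, 0.8% DMSO; times: 1 h preincubation plus 2 h reaction at 25 °C; signal: Epi-absorbance at 405 nm of released p-nitroaniline, 0 and 120 min; replicates: singlicate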
JMJD2C inh: human JMJD2C demethylase inhibition; inhibition, % at 2.35 µM; AID 2099; GST-JMJD2C(1-420) H3K9me3 demethylation, DELFIA europium; Q9H3R0; 330,000 compounds, 0.069% hits;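 active = more than half of a compound's replicate wells show inhibition beyond 50%, single wells judged on their own value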;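 also: signal counts dimethyl H3K9 product captured on neutravidin plate; 0% = median of DMSO wells and 100% = 0.3 times that DMSO median; strong numbers were not always called active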
Target sequence (Q9H3R0 1-420 limits assumed): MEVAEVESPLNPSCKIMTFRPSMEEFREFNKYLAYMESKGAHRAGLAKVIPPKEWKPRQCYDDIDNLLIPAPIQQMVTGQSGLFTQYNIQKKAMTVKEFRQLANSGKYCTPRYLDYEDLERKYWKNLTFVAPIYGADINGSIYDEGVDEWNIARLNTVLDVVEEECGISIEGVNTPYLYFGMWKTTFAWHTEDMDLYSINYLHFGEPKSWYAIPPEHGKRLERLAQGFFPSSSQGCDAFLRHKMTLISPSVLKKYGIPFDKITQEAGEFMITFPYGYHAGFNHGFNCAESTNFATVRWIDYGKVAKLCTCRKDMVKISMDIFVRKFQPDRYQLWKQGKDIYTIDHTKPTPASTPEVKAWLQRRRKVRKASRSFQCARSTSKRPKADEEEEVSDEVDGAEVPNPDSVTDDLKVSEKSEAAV
HCV core dimer: blocks dimerization of HCV core protein; inhibition, % at 5 µM; AID 1899; TR-FRET GST/Flag-core106 dimerization, 1536-well; 300,000 compounds, 0.33% hits;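 active = inhibition above the mean of all tested compounds plus 3 SD, set per screening campaign, cut at about 45% in these data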
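System: GST-tagged and Flag-tagged HCV core protein residues 1-106 / Input: core106 proteins, GST 13.5 nM and Flag 17 nM / Buffer or medium: KF-containing HEPES buffer, pH 7.45, DTT, CHAPS, BSA / Probe or stimulus: Eu-anti-GST and XL665-anti-Flag labelled anti-tag antibodies / Schedule: 4 h, 22.5 °C incubation / Technique: TR-FRET 671 and 617 nm emission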
proCasp7 act: counter-screen for procaspase-3 activators: activators of human procaspase-7; 330,000 compounds, 0.093% hits; activation, % at 8.5 µM; AID 463210; recombinant procaspase-7, Ac-DEVD-pNA absorbance 405 nm; D23A/D198A/D206A triple mutant, cannot self-cleave; scale: DMSO 0, 5 µM enzyme 100;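 active = percent activation above the screen-wide mean plus 3 SD, cut at about 25% in these data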
Target sequence (P55210 whole entry D23A/D198A/D206A): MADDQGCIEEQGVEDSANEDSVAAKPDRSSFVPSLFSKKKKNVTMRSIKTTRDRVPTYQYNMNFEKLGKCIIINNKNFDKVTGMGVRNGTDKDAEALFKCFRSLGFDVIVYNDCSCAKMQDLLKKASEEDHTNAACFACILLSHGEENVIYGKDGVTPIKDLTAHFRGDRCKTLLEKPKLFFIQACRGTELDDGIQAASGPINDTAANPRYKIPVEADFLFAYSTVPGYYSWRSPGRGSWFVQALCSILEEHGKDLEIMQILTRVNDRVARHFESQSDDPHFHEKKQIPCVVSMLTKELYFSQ
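Test system: Procaspase-7 triple mutant (PC-7 D3A). Also added: Ac-DEVD-pNA substrate, 400 µM as added. Schedule: 1 h enzyme–compound preincubation and 2 h substrate reaction, both 25 °C. Signal: p-Nitroaniline absorbance at 405 nm, read at 0 and 120 min. Control set: low DMSO alone, high DMSO plus 5 µM PC-7.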
CTSL1 counter: blocks F. hepatica cathepsin L1 in PFM18AAP counter-screen. recombinant F. hepatica cathepsin L1, Z-Leu-Arg-MCA fluorescence. 300,000 compounds, 0.49% hits. inhibition, % at 5.96 µM;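 active = inhibition above the mean of all tested compounds plus 3 SD, set per screening campaign, cut at about 17% in these data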;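 also: 0% = plate median of test compound wells and 100% = 1 µM Z-Phe-Ala-diazomethylketone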
GRK2 aptamer HTS: human GRK2 inhibition via aptamer displacement; P25098; bead flow cytometry, FAM-aptamer displacement from GRK2; inhibition of aptamer binding, % at 10 µM; 330,000 compounds, 0.59% hits; AID 488847;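 active = inhibition of aptamer binding above 40%, roughly 3 SD of noise, on plates passing a quality check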;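 also: median bead fluorescence of bound FAM aptamer so fluorescent compounds give negative values; no value below 0 was filed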
PP1 counter: PP1-alpha (human) inhibition in PP5 counter-screen; 320,000 compounds, 0.9% hits; purified PP1alpha, OMFP fluorescence; inhibition, % at 6.7 µM; AID 2235; P62136;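 active = inhibition above the mean inhibition of all tested compounds plus 3 SD, computed separately for each screening campaign, cut at about 15% in these data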
VLA-4 inh: inhibition in a human VLA-4 binding assay. inhibition, % (about 7 µM as worked out from the volumes in the protocol). VLA-4 expressing cells, ligand binding flow cytometry. P13612. 330,000 compounds, 0.2% hits; in the data active = inhibition above about 50%
The depositor's hits bear a star; i = inactive; · = not tested or not shown; & = joins results of further samples.

SMILES	PP5 inh	procasp3 activ	JMJD2C inh	HCV core dimer	proCasp7 act	CTSL1 counter	GRK2 aptamer HTS	PP1 counter	VLA-4 inh
COc1ccccc1NC(=O)C(C)OC(=O)COc1cccc2c1OC(C)(C)C2 (stereo not drawn)	0.4	3	-1	1	6	3	0	0	-22
CN(C)c1ccc(S(=O)(=O)NCC(=O)OCC(=O)Nc2cc(Cl)cc(Cl)c2)cc1[N+](=O)[O-]	5.9	-5	3	6	-9	-14	3	3	12
Cc1ccc(OCC(=O)Nc2ccc3c(c2)nc(CCN2CCN(C)CC2)n3C)cc1	1.2	0	3	5	3	0	0	-6	26
CCc1ccc(NC(=O)CSCc2nc(N)nc(Nc3ccccc3CC)n2)cc1	3.8	8	7	5	4	-6	0	-1	15
CCC(=O)Nc1ccc(NC(=O)CSc2nnc(-c3ccco3)n2C)cc1	0.7	1	3	9	5	2	2	0	-10
CCCN1CN(CCc2ccccc2)CNC1=S	-0.7	-14	-3	-4	-7	-1	0	-4	-5
Cc1ccc(C)c(NC(=O)c2ccc(OC(=O)c3ccco3)cc2)c1	0.3	-1	-14	0	-3	-6	3	-2	·
Nc1ccc(-c2nc3nc(N)nc(N)c3nc2-c2ccc(N)cc2)cc1	1.8	-9	25	-10	-1	4	0	5	7
C=CCn1c(N)c(C(=O)NCc2ccco2)sc1=S	-2.7	0	-3	-3	0	7	0	0	-4
CC(C)Oc1ccc(C(=O)/C(=C\c2cccs2)c2nc3ccccc3o2)cc1	1.3	6	-13	13	8	3	3	2	5
CC(Oc1ccc2c(=O)c(-c3ccc(Cl)cc3)c(C(F)(F)F)oc2c1)C(=O)O (stereo not drawn)	-0.3	-4	-6	8	-2	-4	0	1	10
COc1ccccc1N1CCN(C(=O)Nc2cccc(C)c2)CC1	-6.1	5	8	0	-1	4	0	7	-5
N#Cc1nc(-c2cccs2)oc1NCc1ccc2c(c1)OCO2	3.5	5	·	-1	1	2	4	1	-14
Cc1nnc(SCC(=O)Nc2cc(S(=O)(=O)N3CCCC3)ccc2Cl)n1C1CC1	0.6	3	5	·	-19	·	0	-1	0
Cc1nc2ccc(Cl)cc2nc(C)/c1=N\O	2.3	0	-1	-6	3	0	0	2	-4
COc1ccc(S(=O)(=O)NCC(c2ccco2)N2CCc3ccccc3C2)cc1 (stereo not drawn)	3.2	-18	22	0	-6	-2	2	1	-3
CCOC(=O)C1(CCc2ccccc2)CCN(C(=O)c2ccoc2)CC1	2.3	0	5	2	5	-1	0	-2	8
COc1ccc(NC(=O)CN(C)C(=O)CCc2nc3cc(S(=O)(=O)N4CCOCC4)ccc3n2C)cc1	-3.0	9	-35	0	-1	1	0	-5	4
Cc1ccc(S(=O)(=O)N(C)/C(=N/S(=O)(=O)c2ccccc2)c2ccccc2)cc1	-0.9	0	-3	3	-1	6	8	-2	-74
COc1ccccc1OCCC(=O)OCC(=O)Nc1ccc2c(c1)OCO2	·	-13	6	·	6	·	2	·	-6
COC(=O)COc1ccc2cc(-c3ccccc3)c(=O)oc2c1	-0.2	-5	2	1	4	-2	0	4	4
Fc1ccc2cnc(CCO[C@H]3CCCCO3)cc2c1	·	3	15	·	-6	·	0	·	-1
Cc1ccc(SC(C)C(=O)Nc2ccccc2C(=O)N2CCOCC2)cc1 (stereo not drawn)	2.5	-2	-1	-5	-1	-3	0	-3	16
COc1cccc(CN2CCNC(=O)C2CC(=O)N(C)C2CCCCC2)c1 (stereo not drawn)	-1.9	2	-9	-1	10	-1	0	-3	-2
COCCn1nnnc1C(c1cc2cc(C)cc(C)c2[nH]c1=O)N1CCN(c2ccccc2F)CC1 (stereo not drawn)	3.2	11	4&11	2	2	-1	1	1	15
CO/N=C1\CCCc2c(C(=O)NN)sc(SC)c21	0.8	0	-3	-3	12	-2	1	-3	21
CCOc1ccc(CNc2nnnn2C)cc1OC	2.1	0	-10	0	14	-1	2	3	9
Cc1cnc(NC(=O)Cc2ccc(S(=O)(=O)N3CCOCC3)s2)s1	·	2	-10	·	0	·	0	·	-11
O=C1c2ccccc2C(Nc2ccc(F)cc2F)N1CCN1CCOCC1 (stereo not drawn)	-1.4	10	-8	8	1	2	1	-4	-13
O=C(CCS(=O)(=O)c1ccc(Cl)cc1)Nc1ccc(F)cc1	-1.1	5	i	-11	-9	-1	0	1	-16
CC(C(=O)Nc1cccnc1)C1Sc2ccccc2NC1=O (stereo not drawn)	-0.1	8	11	5	7	4	0	0	1
COc1ccc(S(=O)(=O)N2CCCCC2)cc1NC(=O)c1ccc(N2CCCC2=O)cc1	2.2	-1	8	·	1	·	79*	-1	8
CCCc1cc(=O)n2[nH]c(C(F)(F)F)nc2n1	0.4	12	0	-1	-1	-2	0	-2	7
CN(Cc1ccco1)C(=O)C1CCC(=O)N1Cc1ccc(F)cc1 (stereo not drawn)	-5.5	-6	-1	-11	8	4	1	-8	5
CS(=O)(=O)N(CC(=O)N1CCOCC1)c1cc(C(F)(F)F)ccc1Cl	1.4	-6	8	-1	-4	-1	0	0	6
CC1=NN(c2ccccc2)C(=O)/C1=C/N(C)C	8.5	-13	-29	1	5	4	1	-3	2
CCOc1ccc(NC(=O)N2CCN(C(=O)c3ccco3)CC2)cc1	1.0	-4	-3	10	8	0	3	-4	4
COc1ccc(NC(=O)N2CCN(C(=O)C3CCCO3)CC2)cc1 (stereo not drawn)	-0.1	1	-1	4	11	-1	8	-5	4
O=C(Nc1ccnn1C1CCN(Cc2cccc(O)c2)CC1)C1CCCC1	3.8	5	0	1	9	1	3	-1	13
CC(SC1=NCCS1)C(=O)Nc1nnc(-c2ccc(Cl)cc2)s1 (stereo not drawn)	0.5	-1	2	2	9	2	3	2	-10
O=C(CN1C(=O)C2C3CC(C(Br)C3Br)C2C1=O)N1CCOCC1 (stereo not drawn)	1.4	-8	-3	-6	-2	6	0	-4	-4
COc1ccc(CNC(=O)C2(CC3CC(c4ccccc4)=NO3)CCN(C(=O)OC(C)(C)C)CC2)cc1 (stereo not drawn)	-0.1	-3	5	3	-1	4	2	-2	-3
CCS(=O)(=O)NCCNc1ccc([N+](=O)[O-])cc1	0.1	9	5	1	-2	3	0	-1	28
CN(C)S(=O)(=O)c1ccc(C(=O)OCC2COC(C)(C)O2)cc1 (stereo not drawn)	3.6	2	2	1	1	0	1	0	13
Cc1ccccc1NC1=C(Cl)C(=O)OC1NC(=O)c1ccccc1 (stereo not drawn)	3.9	4	1	-1	7	0	3	-1	-39
COC(=O)C(/C=N/OCc1ccc([N+](=O)[O-])cc1)NC(=O)c1ccccc1 (stereo not drawn)	-2.4	-7	3	-5	-3	1	0	-1	-2
NNC(=O)Cn1c(-c2ccccc2)cc2ccccc21	2.7	-7	-4	-2	-9	-2	0	1	7
N#C/C(=C\c1cn(Cc2ccc(F)cc2)c2ccccc12)C(=O)NCc1ccco1	1.6	-4	4	14	-7	0	0	0	-2
COCCNC(=O)C(=O)NCC1OCCN1S(=O)(=O)c1cccs1 (stereo not drawn)	-0.7	2	4	-1	0	-9	3	-1	15
COc1ccc(C(=O)N/C(=C\c2cn(C)c3ccccc23)C(=O)N2CCOCC2)cc1OC	-1.7	2	-7	4	-1	4	57*	-2	-4
CCN1C(=O)CSC1=Nc1ccc(Cl)c(Cl)c1	0.3	-7	7	-9	14	3	0	1	0
N#Cc1ccc(C(=O)Nc2cccc3cccnc23)c(F)c1	-0.8	-1	-20	-7	-5	-3	0	-3	-5
CC(=O)CCc1ccc(OCCCCn2cncn2)cc1	1.4	3	8	3	7	3	2	2	3
CC(=O)c1cccc(NC(=S)NCc2ccco2)c1	1.6	7	-1	4	3	4	1	-2	-1
Cc1ccccc1S(=O)(=O)c1c(C)cc(C)n(C(C)C)c1=O	4.6	1	·	0	-3	2	1	0	-2
O=C(NCCO)c1cc2c([nH]c3ccccc32)c(-c2ccccc2)n1	0.7	4	12	-8	-5	-2	2	1	-3
CCC1(c2ccc(OC)cc2)NC(=O)N(CC(=O)c2ccc3c(c2)OCCO3)C1=O (stereo not drawn)	3.8	1	2	·	3	·	2	0	1
COc1ccc(N(CC(=O)NCc2ccc3c(c2)OCO3)S(=O)(=O)c2c(C)nn(C)c2C)cc1	0.9	6	9	2	4	0	2	1	5
Cc1cc(NC(=O)CN2CCN(c3ncccn3)CC2)no1	3.5	5	8	-3	13	-3	0	0	-6
CN1C(=O)/C(=C\c2ccc(OC(=O)c3ccco3)cc2)SC1=S	2.1	0	3	-3	-4	-1	8	0	-5

(list continues)
SMILES	PP5 inh	procasp3 activ	JMJD2C inh	HCV core dimer	proCasp7 act	CTSL1 counter	GRK2 aptamer HTS	PP1 counter	VLA-4 inh
CC(C)Cc1nnc(NC(=O)CCc2ccccc2)s1	2.1	-2	21	-1	6	1	1	5	4
CC(C)c1nc(-c2ccc([N+](=O)[O-])cc2)cs1	0.2	0	-3	5	0	-3	1	-1	·
CCOC(=O)CSc1nnc(NC(=O)c2cccc([N+](=O)[O-])c2)s1	1.4	2	-4	1	8	1	2	-1	-3
COC(=O)c1c(NC(=O)c2cccs2)sc2c1CCCC2	-0.5	3	-16	4	12	1	4	-1	-4
Cc1ccc(-c2nn(-c3ccccn3)c(=O)c3ccccc23)cc1C	-0.9	9	0	1	7	-9	0	4	19
O=C(Cn1ncc2c1-c1ccccc1OC2)N1CCN(c2ccccn2)CC1	-0.8	-4	65	9	10	0	0	-3	9
Cc1cc(Cl)cc(C)c1OCCCCCn1ccnc1	0.3	-1	-5	9	-5	-5	0	-1	0
COc1ccc(Cc2n[nH]c(=S)n2NC(=O)Nc2ccc(C)cc2)cc1	-0.7	-2	-11	-3	-9	1	0	-1	1
COc1cccc(-c2ncc3ccccc3c2COC(=O)c2ccc(C(F)(F)F)cc2)c1	1.1	8	-7	·	7	·	3	0	0
CCOC(=O)N1CCN(C(=O)C(=O)NNC(=O)COc2ccc(Cl)cc2)CC1	3.1	6	-7	-6	-2	-6	2	-7	1
CCC(=O)N1CCc2cc(S(=O)(=O)CCC(=O)NCc3ccc(C)cc3)ccc21	0.1	-5	7	0	1	1	0	-2	15
O=C(COC(=O)C12CC3CC(CC(C3)C1)C2)Nc1ccc(OC(F)F)cc1	6.7	3	-4	-4	-7	3	0	4	-7

Records above that bear a hit mark in GRK2 aptamer HTS.
| compound | PP5 inh | procasp3 activ | JMJD2C inh | HCV core dimer | GRK2 aptamer HTS | VLA-4 inh |
| --- | --- | --- | --- | --- | --- | --- |
| COc1ccc(S(=O)(=O)N2CCCCC2)cc1NC(=O)c1ccc(N2CCCC2=O)cc1 | 2.2 | -1 | 8 | · | 79* | 8 |
| COc1ccc(C(=O)N/C(=C\c2cn(C)c3ccccc23)C(=O)N2CCOCC2)cc1OC | -1.7 | 2 | -7 | 4 | 57* | -4 |
